Screening results: PubChem, National Center for Advancing Translational Sciences (NCATS)
Tb PGK inh: qHTS Assay to Find Inhibitors of Phosphoglycerate Kinase. Potency, µM (series often up to 57.5 µM), without a hit: at the highest dose activity change, negative = inhibition, usual class: inhibitors. AID 602233, 2012. hit rate 0.043% among 380,000. Phosphoglycerate kinase, glycosomal (Trypanosoma brucei brucei), P07378. PGK/GAPDH coupled, Kinase-Glo luminescence, 60 min; also: potency is read from the fitted curve at half-maximal effect; % is scaled to controls: 0 for no effect and ±100 for the full control effect; nearly all actives have a fitted effect of over 60% in size
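Recombinant glycosomal PGK reaction used 1,3-bisphosphoglycerate generated in-well by GAPDH (100nM final) in 100mM TEA pH 7.6, 5mM MgCl2, 0.01% Tween-20. After 60 minutes at room temperature, ATP was read by Kinase-Glo Plus luminescence end-point.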
BLM inh: qHTS Assay for Inhibitors of Bloom's syndrome helicase (BLM) | hit rate 0.2% among 350,000 | AID 2528, 2010 | recombinant BLM DNA unwinding, fluorescence dequenching | Potency, µM (top dose mostly 56.1 µM), without a hit: at the top dose activity change, negative = inhibition, actives largely listed as inhibitors;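 also: potency is read from the fitted curve at half-maximal effect; plate controls were vehicle for no effect and no enzyme for full effect; nearly all actives have a fitted effect of over 35% in size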
Target sequence (P54132 whole entry, looked up): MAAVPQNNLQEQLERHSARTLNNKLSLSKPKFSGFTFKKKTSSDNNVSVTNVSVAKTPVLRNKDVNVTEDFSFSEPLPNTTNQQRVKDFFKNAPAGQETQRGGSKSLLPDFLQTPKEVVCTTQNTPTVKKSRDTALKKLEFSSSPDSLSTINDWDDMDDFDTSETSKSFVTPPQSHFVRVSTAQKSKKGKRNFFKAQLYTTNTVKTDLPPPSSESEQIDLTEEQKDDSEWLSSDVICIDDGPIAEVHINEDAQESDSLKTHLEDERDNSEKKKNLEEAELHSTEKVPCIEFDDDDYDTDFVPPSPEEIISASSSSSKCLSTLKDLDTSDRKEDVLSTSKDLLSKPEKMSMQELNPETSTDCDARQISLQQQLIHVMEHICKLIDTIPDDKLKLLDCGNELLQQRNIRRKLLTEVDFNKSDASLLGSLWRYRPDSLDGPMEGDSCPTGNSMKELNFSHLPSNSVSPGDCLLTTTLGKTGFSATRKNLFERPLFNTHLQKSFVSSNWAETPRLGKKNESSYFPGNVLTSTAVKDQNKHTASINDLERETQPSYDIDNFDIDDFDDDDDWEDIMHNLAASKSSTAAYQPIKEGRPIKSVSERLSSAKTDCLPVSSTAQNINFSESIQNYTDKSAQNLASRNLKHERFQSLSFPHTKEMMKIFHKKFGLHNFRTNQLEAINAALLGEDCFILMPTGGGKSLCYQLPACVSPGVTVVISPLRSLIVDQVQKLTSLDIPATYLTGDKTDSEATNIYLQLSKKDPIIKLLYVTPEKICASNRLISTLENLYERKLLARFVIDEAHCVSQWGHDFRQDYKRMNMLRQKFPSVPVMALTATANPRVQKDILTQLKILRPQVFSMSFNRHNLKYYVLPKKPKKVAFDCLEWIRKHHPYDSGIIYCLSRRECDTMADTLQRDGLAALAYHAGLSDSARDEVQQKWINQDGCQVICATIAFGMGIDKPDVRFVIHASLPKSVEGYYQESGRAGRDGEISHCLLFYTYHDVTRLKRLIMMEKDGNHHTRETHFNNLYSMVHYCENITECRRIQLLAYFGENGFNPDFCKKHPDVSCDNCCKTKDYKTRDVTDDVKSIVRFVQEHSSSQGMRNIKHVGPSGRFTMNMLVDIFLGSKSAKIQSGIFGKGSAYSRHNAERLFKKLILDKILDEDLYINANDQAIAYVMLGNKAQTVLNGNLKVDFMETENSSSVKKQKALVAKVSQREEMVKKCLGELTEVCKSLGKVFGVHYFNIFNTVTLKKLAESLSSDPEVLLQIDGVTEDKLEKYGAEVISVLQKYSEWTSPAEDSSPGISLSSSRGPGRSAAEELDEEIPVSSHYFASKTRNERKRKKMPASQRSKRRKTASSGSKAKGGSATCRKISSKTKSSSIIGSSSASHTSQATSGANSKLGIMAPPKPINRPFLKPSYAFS
RXFP1 antag: qHTS Assay for Antagonists of the Relaxin Receptor RXFP1 | HEK293-RXFP1, relaxin-stimulated cAMP HTRF, 30 min; hits give low values | AID 1259400, 2018 | activity change, negative = inhibition, % at 57.5 µM | hit rate 0.59% among 350,000;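 active = activity change of -60% or lower, but not beyond a set lower limit; inconclusive = change between -60% and -40%, or beyond the set limit; inactive = change above -40%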; also: % is scaled to controls: 0 for no effect and ±100 for the full control effect
Pol iota inh: qHTS for Inhibitors of Polymerase Iota; DNA polymerase iota (Homo sapiens), Q9UNA4; Pol iota fluorescent replication assay, 10 min; Potency, µM (doses to about 115 µM), inactives show at the top dose activity, negative = inhibition, most hits filed as inhibitors; hit rate 1% among 390,000; also: potency is read from the fitted curve at half-maximal effect
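Fluorescent replication assay read twice, at 0 min and 10 min after adding 50 nM (final) substrate. Enzyme (10 nM) and compounds were first incubated 15 min at room temperature; enzyme-free buffer wells were negative controls.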
Apoferritin bind: qHTS Assay for Identification of Novel General Anesthetics; apoferritin/1-aminoanthracene competitive binding, fluorescence; Potency, µM (highest dose often 77.5 µM), inactives show top-dose activity change, negative = displacement, hits mostly inhibitors; hit rate 0.074% among 350,000; AID 485281, 2010; also: potency is read from the fitted curve at half-maximal effect; % is scaled to controls: 0 for no effect and ±100 for the full control effect; nearly all actives have a fitted effect of over 20% in size
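Concentration-response curves derived by four-parameter Hill fitting of normalized fluorescence, where compounds displaced 1-AMA from 10 uM horse apoferritin following a brief 10 min room-temperature incubation; propofol titration acted as positive control.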
POLB inh: qHTS Assay for Inhibitors of DNA Polymerase Beta; P06746; Pol beta primer extension/strand displacement, fluorescence kinetic; Potency, µM (top dose mostly 114 µM), for the others: at the top dose activity change, negative = inhibition, usual class: inhibitors; hit rate 1.3% among 340,000; AID 485314, 2010; also: potency is read from the fitted curve at half-maximal effect; % is scaled to controls: 0 for no effect and ±100 for the full control effect
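Reaction started by 50 nM substrate onto compound-treated Pol beta (10 nM, 15 min preincubation, room temperature); plates read at 0 min and 10 min. Normalized concentration-effect data fitted by four-parameter Hill equation.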
APEX1 inh: qHTS Assay for Inhibitors of the Human Apurinic/apyrimidinic Endonuclease 1 (APE1); recombinant APE1, TAMRA/BHQ-2 abasic DNA cleavage fluorescence; hit rate 0.35% among 350,000; Potency, µM (titrated, usually from 65.8 µM), inactives show at the highest dose activity change, negative = inhibition, usual class: inhibitors;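 also: potency is read from the fitted curve at half-maximal effect; plate controls were vehicle for no effect and reference inhibitor for full effect; nearly all actives have a fitted effect of over 55% in size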
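Activity was derived from the fluorescence gain between first and third kinetic reads (60 s intervals, ex 525/em 598 nm) after 50 nM THF-abasic TAMRA/BHQ-2 duplex was added to 0.75 nM APE1 preincubated 15 min with compound.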
POLH inh: qHTS for Inhibitors of Polymerase Eta | AID 588591, 2011 | recombinant Pol eta, fluorescent DNA replication assay | DNA polymerase eta (Homo sapiens), Q9Y253 | hit rate 1.2% among 390,000 | Potency, µM (highest dose often 114 µM), for inactives: top-dose activity change, negative = inhibition, actives largely listed as inhibitors; also: potency is read from the fitted curve at half-maximal effect; % is scaled to controls: 0 for no effect and ±100 for the full control effect
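Fluorescent replication assay: 50 nM final substrate added after a 15 min room-temperature compound preincubation with 10 nM enzyme. Signal taken at 0 min and again at 10 min.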
Pol kappa inh: qHTS for Inhibitors of Polymerase Kappa; DNA polymerase kappa (Homo sapiens), Q9UBT6; purified Pol kappa, fluorescent DNA synthesis assay, 10 min; Potency, µM (top dose mostly 107 µM), inactives show at the highest dose activity, negative = inhibition, actives largely listed as inhibitors; hit rate 0.53% among 400,000; AID 588579, 2011; also: potency is read from the fitted curve at half-maximal effect; % is scaled to controls: 0 for no effect and ±100 for the full control effect
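Inhibition of 10 nM Pol kappa is measured by a fluorescent read-out at 0 and 10 min following addition of 50 nM substrate (final), with a 15-min room-temperature compound preincubation.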
* = called active by the depositor; i = inactive; ? = inconclusive; . = not tested or not shown; & = joins results of further samples; [ ] = dose if it differs, or a comment. Unless noted, calls follow the shape of the dose curve; as a rule, active = well fitted curve in the direction sought with a large enough effect; inconclusive = small, poorly fitted or top-dose-only effect, or another doubt; inactive = no such curve, though single readings can be large; an effect the other way counts as inactive or inconclusive.

SMILES	Tb PGK inh	BLM inh	RXFP1 antag	Pol iota inh	Apoferritin bind	POLB inh	APEX1 inh	POLH inh	Pol kappa inh
Nc1nonc1-n1nnc(C(=O)N/N=C/c2cccc(Cl)c2)c1-c1ccc2c(c1)OCO2	-7%	-2%	?	24%	-13%	0%	28%	-5%	5%
Cc1ccc(-c2nn(CC(=O)N3CCOCC3)c(=O)c3ccccc23)cc1S(=O)(=O)N(C)C	0%	-1%	-4	13%	5%	-3%	1%	-2%	-6%
COc1cc(C(=O)NC(=S)Nc2ccccc2N2CCOCC2)cc(OC)c1OC	-7%	-17%	-3	-7%	?	?	-1%	-24%	7%
Cn1c(C(=O)NCc2ccccc2F)cc2oc3ccccc3c21	.	-1%	-15	3%	-10%	-5%	.	.	-5%
CSCCC(C(=O)OCC(=O)c1ccc(C)c(C)c1)N1C(=O)c2ccccc2C1=O (stereo not given)	i	-10%	22	-6%	-8%	1%	-4%	-20%	-12%
COc1ccc(NC(=S)N/N=C2/CCCc3c(C)cc(C)cc32)cc1	i	-3%	5	23%	-5%	22%	-1%	-11%	-4%
C/C(=N/NC(=O)CN1CCN(S(=O)(=O)c2ccc(Br)cc2)CC1)c1cccnc1	1%	-1%	-12	6%	-5%	-2%	-6%	-6%	0%
CC1(C)Cc2cccc(OCC(=O)NCc3ccc(F)cc3)c2O1	i	.	-21	21%	.	.	39%[activator]	-6%	0%
COc1ccc(N(C)S(=O)(=O)c2cccc(C(=O)Nc3ccc(OC)nc3)c2)cc1	.	-4%	.	.	7%	8%	0%	.	.
O=C(OCC(=O)c1c[nH]c2ccccc12)c1cncc(Br)c1	-8%	.	6	3%	.	.	2%	2%	-6%
O=c1nc(Nc2ccc(OCc3ccccc3)cc2)sc2ncccc12	4%	-2%	-9	?	-7%	11%	0%	-4%	-14%
Cc1noc(C)c1COc1ccc(C(=O)Nc2ncccc2O)cc1	7%	.	-12	23%	.	.	-17%	-1%	-12%
CCOC(=O)C(CC)Sc1ccc2nnc(CCNS(=O)(=O)c3ccccc3)n2n1 (stereo not given)	-3%	-3%	-3	30%	-12%	0%	3%	-7%	3%
CCOC(=O)c1cc2ccc3ccccc3c2s1	-8%	2%	-2	0%	3%	25%	11%	-1%	-6%
COc1cccc(-n2nnc(-c3nc(-c4cccs4)no3)c2N)c1	-12%	-4%	-7	?	1%	2%	.	-11%	-34%
COc1cc(OC)cc(C(=O)NNC(=O)CCOc2ccccc2OC)c1	-11%	.	1	?	.	.	29%	?	-95%
CCOC(=O)C1(Cc2cccc(OC)c2)CCN(Cc2cccnc2)CC1	-5%	-5%	-25	31%[activator]	-8%	-9%	?	-11%	-4%
COc1ccc(NC(=O)NNC(=O)COc2cc(C)c(Cl)c(C)c2)c(OC)c1	2%	-1%	-14	20%	-9%	4%	1%	-5%	-8%
O=[N+]([O-])c1cc([N+](=O)[O-])c(Oc2cccnc2Br)cc1NN1CCCCC1	-8%	-5%	.	-21%	-21%	-27%	3%	0%	8%
CC(C)(C)c1ccc(CSc2nc3c(c(=O)[nH]2)CCCC3)cc1	.	-5%	-5	17%	-9%	-21%	.	.	-11%

One compound at a time, as listed above. Screens in order: Tb PGK inh, BLM inh, RXFP1 antag, Pol iota inh, Apoferritin bind, POLB inh, APEX1 inh, POLH inh, Pol kappa inh
`COc1ccc(NC(=S)N/N=C2/CCCc3c(C)cc(C)cc32)cc1` is listed with i, -3%, 5, 23%, -5%, 22%, -1%, -11%, -4%
`CCOC(=O)c1cc2ccc3ccccc3c2s1` is listed with -8%, 2%, -2, 0%, 3%, 25%, 11%, -1%, -6%
`O=C(OCC(=O)c1c[nH]c2ccccc12)c1cncc(Br)c1` is listed with -8%, ., 6, 3%, ., ., 2%, 2%, -6%

The listing continues:
SMILES	Tb PGK inh	BLM inh	RXFP1 antag	Pol iota inh	Apoferritin bind	POLB inh	APEX1 inh	POLH inh	Pol kappa inh
CCSc1n[nH]c(=O)[nH]c1=O	-6%	-4%	-4	0%	-4%	20%	-4%	-8%	11%
O=C(CSc1cn(CCNC(=O)c2ccccc2F)c2ccccc12)Nc1ccccc1F	-8%	-3%	.	8%	32%[activator]	14%	.	-10%	-4%
OCC[C@H]1C[C@H](O)[C@@H](O)[C@]2(OCCc3ccccc32)O1	-5%	.	.	3%	.	.	-3%	3%	5%
Cc1ccc2nc(-c3ccc4c(c3)OCCO4)cc(C(=O)O)c2c1	-10%	-3%	6	?	1%	-1%	-4%	5%	-5%
COc1ccc(Cl)cc1N(CC(=O)NC(C(C)C)C(C)C)S(C)(=O)=O	6%	-9%	.	18%	-13%	12%	0%	-17%	2%
Cc1ccccc1-c1cc(C(=O)N2CCCC2)c2ccccc2n1	6%	-9%	-5	25µM*	-11%	?	16%	?	?
CCOC(=O)c1sc2nc(SCC#N)n(CCCN3CCCC3=O)c(=O)c2c1C	-10%	-6%	9	9%	-22%	-23%	-5%	5%	-10%
CCCCn1c(=O)nc2n(-c3ccc(C)cc3)c3ccccc3cc-2c1=O	3%	-2%	-9	18%	0%	-13%	2%	-21%	-15%
O=C(Cc1ccccc1)Nc1nc(=O)c2ccccc2s1	i	0%	-13	-5%	-8%	-10%	-5%	-10%	-6%
O=C(CSc1ccc([N+](=O)[O-])cn1)Nc1ccc(N2CCOCC2)c(Cl)c1	0%	-6%	-2	-5%	?	-2%	2%	-4%	-7%
Cc1cccc(NC(=S)NC23CN4CN(CN(C4)C2)C3)c1	-7%	-1%	7	-15%	1%	41%[activator]	15%	-14%	0%
C=CCC[C@@H](Cc1ccc(F)cc1)C(=O)OC[C@@H](NC(=O)[C@@H](CC=C)CC(=O)N[C@@H](CO)Cc1ccccc1)C(C)(C)C	-10%	.	.	-8%	.	.	-19%	-14%	-15%
CN(C)CCC(C(=O)c1ccccc1)c1ccccn1 (stereo not given)	0%	.	-9	102%[activator]	.	.	.	-26%	-8%
CCNC(=O)COC(=O)/C=C/c1cccc(F)c1	i	-1%	1	31%[activator]	-6%	18%	6%	-3%	3%
C/C(=N/NC(=O)CNS(=O)(=O)c1ccc(C)cc1)c1cccc([N+](=O)[O-])c1	i	-1%	3	17%	?	-1%	-1%	-9%	-9%
CN(C)c1ccc(/C=N/NC(=O)c2nnn(-c3nonc3N)c2CN(C)c2ccccc2)cc1	-3%	-11%	10	?	3%	-5%	2%	0%	-10%
Cc1ccsc1/C=C/c1ccc2cccc(O)c2n1	0%	-14%	-11	2%	?	18%	12%	-6%	-19%
CCOc1ccc(NC(=O)C(C)SC(N)=O)cc1 (stereo not given)	7%[11.5 µM]	-1%	-3	-1%	-16%	3%	-2%	8%	-6%
COc1ccc(CCNc2nc3c(-c4cccc(C)c4)nnn3c3ccccc23)cc1OC	5%	-6%	.	?	40%[activator]	-4%	.	-13%	-17%
O=C1/C(=C/c2ccc(C(=O)O)cc2)CCC/C1=C\c1ccc(C(=O)O)cc1	-10%	-1%	.	?	-11%	-9%	7%	8.9µM*	0%
Cc1ccc(C(=O)N/C(=C/c2ccc(-c3ccc(Br)cc3)o2)C(=O)NC2CCS(=O)(=O)C2)cc1 (stereo not given)	2%	-8%	.	19%	-21%	-1%	3%	-2%	-7%
COc1ccc(CN(C)C(=O)C2CCN(C(=O)Nc3ccccc3)CC2)cc1OC	-2%	.	-1	1%	.	.	7%	-8%	-8%
COc1cn(-c2ccccc2)nc1C(=O)OCC(=O)Nc1ccc(C)c(C)c1	-1%	.	-6	11%	.	.	10%	-13%	-5%
CCOC(=O)C1=C(C)NC(=O)C(C(N)=O)C12CCCCC2 (stereo not given)	-7%	-1%	0	0%	-4%	-9%	5%	-9%	-4%
CCOC(=O)C1CCCN(c2cc(=O)n(-c3ccccc3Cl)c(=O)[nH]2)C1 (stereo not given)	-7%	-2%	-5	28%	1%	11%	5%	-16%	-8%
COCCn1c(C)cc(C2=NNC(=Nc3ccc(F)cc3)SC2)c1C	i	-5%	4	4%	?	27%	-1%	-14%	-14%
CCOC(=O)C1=C(CNC(C)(C)CC(C)(C)C)NC(=O)NC1c1cccc([N+](=O)[O-])c1 (stereo not given)	-9%	-9%	13	10%	?	3%	-8%	-29%	-1%
CC(=O)Nc1ccc(NC(=O)CSc2nc3ccccc3nc2N2CCC(C)CC2)cc1	-1%&-1%	-3%&-6%	-21	?	-19%&-7%	?	31%	-16%&-20%	-24%&-10%
Cc1cc(SCC(=O)N/N=C/c2ccc(O)c(O)c2O)c(C)cc1Br	-10%	-17%	-21	?	32µM*	?	?	?	?
O=C(Nc1c(-c2ccccc2)nc2ccccn12)c1cccs1	-7%	0%	4	178%[activator]	-7%	1%	-2%	-23%	-9%
Cc1noc(C)c1-c1csc(N2CCC(C(N)=O)CC2)n1	3%	.	.	?	.	.	27%&-4%	-18%	2%
CCCC(=O)NC(C)c1nc2ccccc2n1C(C)C (stereo not given)	i	-3%	6	-1%	0%	0%	2%	-2%	-5%
COc1ccc(-c2cc(C(=O)N3CCN(c4ccccc4O)CC3)c3ccccc3n2)cc1OC	-7%	-8%	-12	20%	-22%	-8%	-20%	-26%	-10%
COc1cc(C(=O)Oc2ccc3ccc(O)cc3c2)cc(OC)c1OC	7%	-16%	-8	13%	-14%	4%	7%	-26%	1%
Cc1ccc(CN2CCC(n3nccc3NC(=O)C3CCOC3)CC2)cc1C (stereo not given)	-3%	-1%	-8	5%	-4%	13%	17%	-21%	2%

An excerpt; count on the stated rates, not on these rows.
